From PubChem
LYPLA1 inh: counter-screen for PME1 inhibitors: inhibitors of human LYPLA1; 320,000 compounds, 0.16% hits; inhibition, % at 5.9 µM; O75608; recombinant LYPLA1, FP-Rh probe fluorescence polarization; AID 2174;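 active = inhibition above the mean of all tested compounds plus 3 SD, set per campaign, cut at about 14% in these data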;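 note: inhibitors block serine hydrolase probe labeling of LYPLA1 so polarization falls; 0% = enzyme with DMSO and 100% = wells lacking LYPLA1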
Target sequence (O75608 whole entry, looked up): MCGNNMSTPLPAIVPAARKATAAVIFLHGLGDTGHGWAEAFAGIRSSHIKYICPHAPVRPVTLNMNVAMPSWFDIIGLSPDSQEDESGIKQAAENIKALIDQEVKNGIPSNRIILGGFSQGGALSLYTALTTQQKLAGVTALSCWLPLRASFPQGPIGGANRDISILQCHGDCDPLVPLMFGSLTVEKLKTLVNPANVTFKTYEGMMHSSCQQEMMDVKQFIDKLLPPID
PME-1 inh: PME-1 (human) inhibition; Q9Y570; recombinant PME-1, FP-Rh probe fluorescence polarization; inhibition, % at 5.9 µM; 320,000 compounds, 0.53% hits; AID 2130;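 active = inhibition above the campaign mean of all compounds plus 3 SD, cut at about 26% in these data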;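 note: competitive labeling of PME-1 active site by serine hydrolase directed probe; 0% = PME-1 with DMSO and 100% = wells lacking PME-1 enzyme; inhibitors block probe labeling so polarization falls and inhibition rises; many of its hits are not listed in these tables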
Target sequence (Q9Y570 whole entry, looked up): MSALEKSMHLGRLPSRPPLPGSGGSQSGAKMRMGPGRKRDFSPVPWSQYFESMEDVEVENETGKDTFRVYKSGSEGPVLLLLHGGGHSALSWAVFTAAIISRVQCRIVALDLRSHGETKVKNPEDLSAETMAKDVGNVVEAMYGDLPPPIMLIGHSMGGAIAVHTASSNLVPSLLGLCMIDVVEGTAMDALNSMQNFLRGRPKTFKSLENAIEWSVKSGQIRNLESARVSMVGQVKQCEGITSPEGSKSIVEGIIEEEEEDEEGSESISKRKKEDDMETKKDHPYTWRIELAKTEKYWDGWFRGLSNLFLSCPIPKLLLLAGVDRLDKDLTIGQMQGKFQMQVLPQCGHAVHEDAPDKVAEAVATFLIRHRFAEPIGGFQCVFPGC
PAFAH2 FP inh: PAFAH2 (human) inhibition; recombinant PAFAH2, FP-rhodamine activity probe, fluorescence polarization; inhibition, % at 3.39 µM; 340,000 compounds, 0.99% hits; AID 492956;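 active = inhibition above the mean over all tested compounds plus 3 SD, cut at about 30% in these data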;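 note: inhibitors block probe labeling of enzyme so polarization drops; 0% = enzyme with DMSO and 100% = wells lacking PAFAH2 protein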
PAFAH1B3 inh: PAFAH1B3 (human) inhibition; Q15102; recombinant PAFAH1B3, FP-rhodamine probe, fluorescence polarization; inhibition, % at 3.39 µM; 340,000 compounds, 0.28% hits;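 active = inhibition above the screen-wide average of all tested compounds plus 3 SD, cut at about 25% in these data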;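 note: 0% = enzyme with DMSO only and 100% = wells lacking PAFAH1B3 protein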
Target sequence (Q15102 whole entry, looked up): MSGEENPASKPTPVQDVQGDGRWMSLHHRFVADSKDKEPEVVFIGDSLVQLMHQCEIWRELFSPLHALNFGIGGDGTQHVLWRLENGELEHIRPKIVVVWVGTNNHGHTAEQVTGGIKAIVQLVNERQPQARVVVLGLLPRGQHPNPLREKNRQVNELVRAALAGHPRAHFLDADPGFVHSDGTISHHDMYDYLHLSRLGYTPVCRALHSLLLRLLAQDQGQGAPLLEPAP
PAD4 FP inh: PAD4 (human) enzyme inhibition | AID 485272 | inhibition, % at 6.36 µM | 330,000 compounds, 0.41% hits | Q9UM07 | recombinant PAD4, RCA probe fluorescence polarization;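 active = percent inhibition above a cutoff equal to the mean of all tested compounds plus 3 SD, cut at about 15% in these data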;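 note: 0% = PAD4 with RCA probe and DMSO and 100% = probe without PAD4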
pPAFAH inh: inhibitors of human plasma PAF acetylhydrolase (pPAFAH). Q13093. recombinant pPAFAH, FP-rhodamine probe fluorescence polarization. inhibition, % at 3.39 µM. 330,000 compounds, 1.5% hits;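 active = inhibition above the mean inhibition across the screen plus 3 SD, cut at about 25% in these data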;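 note: inhibitors block binding of the rhodamine activity-based probe so polarization drops; 0% = enzyme with DMSO and 100% = wells lacking pPAFAH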
GSTO1 counter: counter-screen for RBBP9 inhibitors: inhibitors of human GSTO1 | recombinant GSTO1, activity-based probe fluorescence polarization | AID 1974 | P78417 | inhibition, % at 5.96 µM | 300,000 compounds, 1.1% hits;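 active = inhibition above the campaign mean inhibition plus 3 SD, cut at about 35% in these data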;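 note: 0% = GSTO1-1 with DMSO and 100% = wells lacking GSTO1-1 enzyme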
Target sequence (P78417 whole entry, looked up): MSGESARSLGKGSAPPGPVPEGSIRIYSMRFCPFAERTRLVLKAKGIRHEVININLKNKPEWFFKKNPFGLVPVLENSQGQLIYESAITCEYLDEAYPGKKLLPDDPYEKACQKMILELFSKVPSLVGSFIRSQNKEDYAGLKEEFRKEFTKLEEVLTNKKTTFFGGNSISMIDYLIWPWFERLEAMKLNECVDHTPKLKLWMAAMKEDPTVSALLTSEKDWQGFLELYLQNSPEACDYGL
Fam108B counter: Fam108B inhibition, counter-screen for RBBP9 inhibitors; recombinant Fam108B, FP-Rh probe fluorescence polarization; inhibition, % at 9.51 µM; 300,000 compounds, 0.33% hits; AID 1947;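 active = inhibition above the screen mean inhibition plus 3 SD, computed separately per campaign, cut at about 18% in these data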;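 note: inhibitors lower polarization as less probe binds the enzyme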
PAFAH1B2 FP inh: PAFAH1B2 (human) inhibition; recombinant PAFAH1B2, FP-rhodamine activity probe, fluorescence polarization; AID 492953; 340,000 compounds, 1.2% hits; inhibition, % at 3.39 µM;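 active = inhibition above the mean of all tested compounds plus 3 SD, cut at about 24% in these data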;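 note: 0% = enzyme with DMSO and 100% = wells lacking PAFAH1B2; many of its hits are not listed in these tables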
Numbers without * were called inactive; x = no result given; & = joins results of further samples.

SMILES | LYPLA1 inh | PME-1 inh | PAFAH2 FP inh | PAFAH1B3 inh | PAD4 FP inh | pPAFAH inh | GSTO1 counter | Fam108B counter | PAFAH1B2 FP inh
COCCNC(=O)CN(C(=O)Cn1nnc2ccccc21)c1ccccc1C | 2 | 4 | -5 | 1 | 0 | 2 | -3 | 0 | 5
O=S(=O)(c1c(F)cccc1F)N1CCN(Cc2c(O)ccc3ccccc23)CC1 | -1 | 0 | 0 | 1 | 1 | -1 | x | x | 6
CC(C)Nc1nc(NNc2nc(Cl)nc(NC(C)(C)C)n2)nc(NC(C)C)n1 | 0 | -2 | x | x | -4 | 5 | -2 | 5 | x
O=C(CSc1nnc(Cc2cccs2)n1-c1ccccc1)Nc1ccc2c(c1)OCCO2 | 1 | 3 | -2 | 3 | 1 | 8 | 3 | 3 | 4
Cc1c(NC(=O)CSc2nnc3c4ccccc4n(CCc4ccccc4)c3n2)c(=O)n(-c2ccccc2)n1C | 1 | 0 | 2 | -4 | -6 | 11 | -5 | -1 | 4
CCC(C)[C@H](NC(=O)N1CC(=O)Nc2ccccc21)C(=O)Nc1nccs1 (some centres undefined) | 6 | -4 | 4 | 6 | -1 | -2 | 2 | -1 | -4
CCOC(=O)c1[nH]cnc1C(=O)NC(C)C | 0 | -6 | 4 | 3 | 0 | 1 | 0 | 1 | -5
S=c1[nH]nc(Cn2nnc3ccccc32)n1-c1ccccc1 | -5 | -3 | -2 | 14 | 3 | 2 | 5 | 0 | 5
N#C/C(C(N)=O)=C1/SC=C(c2ccccc2)N1c1ccccc1 | 1 | -1 | x | x | -1 | 1 | 21 | 2 | x
CC(=O)c1c(C)[nH]c(C(=O)OCC(=O)NCC(C)C)c1C | 3 | -2 | 31* | 8 | 2 | -4 | 10 | 2 | -2
COc1ccc(CN2C(=O)c3cccnc3C2=O)cc1S(=O)(=O)N1CCCCC1 | 0 | -5 | 7 | 6 | -1 | 4 | 4 | 0 | 4
CCOc1ccc(C(=O)OCC(=O)Nc2cccc(S(=O)(=O)N3CCCC3)c2)cc1 | -8 | 4 | 68* | -3 | -3 | 9 | x | x | -1
COc1ccc(C)cc1NC(=O)CN1CCN(c2ccccc2F)CC1 | -2 | -7 | -7 | 5 | -3 | -4 | 21 | 2 | -7
CC(/C=C\C=C\c1ccccc1)=N\NC(=O)c1cncc(Br)c1 | 0 | 3 | 4 | 4 | 1 | 3 | -4 | -2 | 3
O=C(CSCC(=O)c1ccccc1)Nc1ccccc1Cl | 1 | 3 | 3 | 2 | 0 | 0 | 1 | 4 | 1
COc1cc(Cl)c([C@@H]2C[C@H]3CN(c4ccccc4)C(=O)[C@]34CCCN24)cc1OC | 1 | -2 | -7 | 5 | -4 | -3 | 2 | -1 | 4
CCC1Oc2ccc(C)cc2N(CC(=O)NCCCN2CCN(Cc3ccccc3)CC2)C1=O (centres undefined) | -1 | -4 | 0 | 8 | 5 | 3 | -2 | 1 | -2
Cn1c(=O)[nH]c(=O)c2c1nc(N1CCCCC1)n2CC(O)CN1CCCCC1 (centres undefined) | 0 | 2 | 3 | 1 | 0 | 8 | 3 | 1 | 6
COc1ccc(/C=N/OC(=O)Nc2ccc(Cl)cc2)c(OC)c1 | -4 | -9 | 3 | 10 | -2 | 4 | 7 | -5 | -1
O=C1CC(SCCO)C(=O)N1c1ccccc1 (centres undefined) | 1 | -2 | 4 | -6 | 2 | -2 | 7 | 0 | 0
COc1ccc(NC(=O)Cn2cnc3c(cnn3C(C)(C)C)c2=O)cc1OC | 3 | 1 | 10 | 9 | -5 | 1 | 7 | -6 | 2
Cc1cc(NCCO)nc(-n2nc(C)cc2C)n1 | 1 | 3 | -5 | -1 | -2 | -1 | 5 | 0 | -1
Cc1cccc(N2C(=O)C3C4C=CC(CC4)C3C2=O)c1 (centres undefined) | -2 | 1 | 4 | 21 | 0 | 3 | -1 | 3 | 1
C[C@H](NC(=O)c1ccccc1)C(=O)OCC(=O)Nc1ccc2c(c1)OCO2 | -2 | -2 | 12 | 0 | 0 | -4 | x | x | 6
CC(C)n1c(NCc2nc3ccccc3n2C)nc2ccccc21 | 2 | 10 | 3 | 4 | 1 | 0 | 3 | 4 | 7

(further entries)
SMILES | LYPLA1 inh | PME-1 inh | PAFAH2 FP inh | PAFAH1B3 inh | PAD4 FP inh | pPAFAH inh | GSTO1 counter | Fam108B counter | PAFAH1B2 FP inh
CC(=O)N1CCN(CC(=O)Nc2ccc(C)c(S(=O)(=O)N(C)C)c2)CC1 | 1 | 0 | 4 | 9 | -5 | 8 | -2 | 1 | 3
CCOc1ccccc1-c1noc(CCC(=O)Nc2cccnc2)n1 | -2 | -1 | -2 | 5 | -1 | 1 | -6 | 4 | -2
CCOC(=O)c1sc(NC(=O)Nc2ccc(F)cc2)nc1C | -2 | -13 | -19 | 0 | -1 | 5 | 0 | -3 | 1
CCCN(CCC)C(=O)C1CCN(c2ccc(S(=O)(=O)N3CCOCC3)cc2[N+](=O)[O-])CC1 | 3 | 2 | 0 | -1 | -1 | 4 | 1 | -2 | 9
COCCN1C(=O)/C(=C/c2ccc(OCc3ccc(C(=O)O)cc3)c(OC)c2)SC1=Nc1ccccc1 | -6 | -11 | -13 | 2 | -2 | 0 | -21 | -6 | 1
Cc1ccc(Cl)cc1NC(=S)NN | -3 | -1 | x | x | 4 | 2 | -19 | 2 | x
Cc1cc(C)n(-c2nc(Nc3ccccc3)nc(-n3nc(C)cc3C)n2)n1 | -1 | -8 | -1 | 1 | 1 | 0 | 6 | -7 | 0
CC(C)CN(C(=O)COC(=O)Cc1c[nH]c2ccccc12)c1c(N)n(Cc2ccccc2)c(=O)[nH]c1=O | 4 | -7 | 2 | 0 | -9 | -1 | -6 | -1 | 4
COc1ccc(CCNC(=O)CN2C(=O)NC3(CCCCC3C)C2=O)cc1 (centres undefined) | x | x | -7 | 11 | -10 | 4 | x | x | -4
CCCCCNc1nc2ccccc2nc1NS(=O)(=O)c1cccs1 | -3 | 11 | 15 | 3 | -5 | 9 | -20 | 0 | 10
O=C(CN1CCCCC1)Nc1cccc2c1OCO2 | -1 | -8 | 13 | 6 | 0 | -4 | 20 | -2 | -4
Cc1ccc(C(=O)O)cc1NC(=O)C1CCCN1S(=O)(=O)c1cccc2nsnc12 (centres undefined) | 1 | 1 | -1 | 0 | -3 | -2 | 1 | 1 | -1
CCC(C)(C)NC(=O)C(c1cccs1)N(C(=O)c1ccn[nH]1)c1ccccc1 (centres undefined) | -3 | 0 | 0 | 3 | -2 | 4 | -4 | 2 | 5
O=C(NC(C(=O)N/N=C/c1cccnc1)c1n[nH]c(=O)c2ccccc12)c1ccccc1 (centres undefined) | 3 | 2 | -3 | 0 | -7 | -1 | -23 | -1 | -1
Cc1cc(N2CCOCC2)nc(N2CCOCC2)n1 | -1 | 2 | -2 | 1 | -1 | 5 | 5 | -1 | 3
Cc1ccc(Sc2ncccc2C(=O)O)cc1C | 3 | 0 | 13 | 9 | -2 | 7 | -2 | 2 | 2
CC1CCN(CC(O)Cn2c3ccccc3c3ccccc32)CC1 (centres undefined) | 2 | -1 | 2 | 1 | -2 | -4 | -2 | -1 | 5
Cc1csc(SCC(=O)NC2CCS(=O)(=O)C2)n1 (centres undefined) | x | x | -6 | -4 | 2 | 3 | x | x | 4
Cc1ccc2c(CC(=O)NCc3ccco3)coc2c1C | -1 | -1 | 3 | 2 | -2 | 3 | -16 | 0 | 4
O=C(CSc1nnc(-c2ccco2)n1Cc1ccco1)Nc1ccccc1 | 5 | 7 | -5 | -3 | 0 | -3 | -4 | 0 | 0
O=C(NC1CC1)C1=C[C@@H](c2ccccc2)C[C@@H](OCc2ccc(CO)cc2)O1 | -1 | -4 | 2 | 3 | -2 | 5 | -2 | -2 | 5
CN1c2ccc(Cl)cc2C(=O)NC1C1CC=CCC1 (centres undefined) | -2 | 4 | -5 | 10 | -3 | 5 | 1 | 0 | 1
O=C(CN1C(=O)S/C(=C\c2ccc(F)cc2)C1=O)NCCCn1ccnc1 | 0 | 7 | -3 | 2 | -2 | 3 | 14 | 5 | 4
c1ccc(-c2csc(-c3ccc(-c4csnn4)cc3)n2)cc1 | -3 | -4 | -10 | -6 | -1 | -2 | -1 | 0 | 5
CCOC(=O)N1CCN(C(=O)Nc2ccc(Cl)cc2)CC1 | 2 | 1 | -3 | 4 | 6 | 2 | 1 | 2 | 5

Other records follow:
SMILES | LYPLA1 inh | PME-1 inh | PAFAH2 FP inh | PAFAH1B3 inh | PAD4 FP inh | pPAFAH inh | GSTO1 counter | Fam108B counter | PAFAH1B2 FP inh
COc1ccc(NC(=O)c2ccc(CNc3c(NC4CCCCC4)c(=O)c3=O)cc2)cc1OC | 3 | 1 | 16&3 | 9&-4 | 4 | 8 | 2 | 0 | 6&-5
Cc1ccc(NC(=O)C2CCN(S(=O)(=O)c3ccc(Cl)c(C(F)(F)F)c3)CC2)nc1 | 1 | 2 | 5 | 3 | 0 | 2 | 0 | 2 | 6
COc1ccc(-c2cc(C#N)nc(Oc3ccc(Cl)cc3)n2)cc1 | -3 | -1 | -10 | 7 | 0 | 3 | 0 | -11 | -8
CCC(C)[C@@H]1NC(=O)N(CCCN2CCCC2=O)C1=O (some centres undefined) | -3 | -2 | 2 | 2 | -1 | 3 | -4 | 0 | 3
COCCN(CCOC)Cc1cc(=O)oc2cc3c(cc12)CCC3 | 1 | -4 | 6 | 10 | -9 | 0 | 1 | -2 | 2
COc1cc(C(=O)NCCOc2ccccc2C)c(Br)c(OC)c1OC | -2 | 0 | -3 | 6 | 2 | 5 | 1 | 4 | 1
COC(=O)C1=C(C)N(Cc2ccco2)C(=O)N[C@@H]1c1cccc(C(F)(F)F)c1 | 5 | 11 | 2 | 2 | -10 | -1 | 0 | -2 | 4
COC(=O)c1[nH]c(C)c(/C(O)=C2\C(=O)C(=O)N(CCN3CCOCC3)C2c2ccccc2OC)c1C (centres undefined) | -1 | -1 | -1 | 7 | -6 | 5 | 4 | 2 | 7
O=C(COC(=O)/C=C/c1ccccc1)NCc1cccs1 | 1 | -3 | 61* | 4 | -3 | 6 | x | x | 4
O=C(CCN1CCN(Cc2ccccc2)CC1)Nc1ccc(OCc2ccccc2)cc1 | 1 | -1 | 5 | 7 | 0 | 9 | 3 | 1 | 6
Cc1cccc(OCC(=O)N(C)c2c(N)n(Cc3ccccc3)c(=O)[nH]c2=O)c1C | -6 | 2 | -3 | 0 | 1 | -1 | x | x | 2
COc1ccc(CCc2nnc(CCC(=O)N(C)Cc3ccncc3C)o2)cc1 | 0 | -1 | 2 | -1 | 3 | 0 | 7 | -1 | 2
CC(C(=O)N1CCOCC1)c1ccccc1 (centres undefined) | -3 | -5 | 0 | 6 | 1 | -3 | x | x | 6
CC1(C(=O)N(CC(=O)NC2CCCC2)Cc2ccc(Cl)cc2)CC(=O)N=C2C=CC=CN21 (centres undefined) | 1 | -4 | -7 | 9 | 0 | -6 | 5 | 0 | -1
COc1ccc(C(=O)c2ccc(CC#N)s2)cc1 | 0 | -4 | 0 | -6 | -7 | 17 | -5 | -3 | -4

Two entries picked at random from those above:
SMILES | LYPLA1 inh | PME-1 inh | PAFAH2 FP inh | PAFAH1B3 inh | PAD4 FP inh | pPAFAH inh | GSTO1 counter | Fam108B counter | PAFAH1B2 FP inh
Cc1ccc(Sc2ncccc2C(=O)O)cc1C | 3 | 0 | 13 | 9 | -2 | 7 | -2 | 2 | 2
O=C(CSc1nnc(-c2ccco2)n1Cc1ccco1)Nc1ccccc1 | 5 | 7 | -5 | -3 | 0 | -3 | -4 | 0 | 0

An excerpt; the hit share may differ from the screen's.
